# HP1b binding inh: inhibitors of HP1-beta chromodomain binding to methylated histone tails | Potency, µM (titrated, usually from 114 µM), inactives show at the highest dose activity change, negative = inhibition, most hits filed as inhibitors | P83916 | AlphaScreen HP1-beta / biotin-H3K9me3 peptide binding | actives 0.56% (n = 390,000); note: potency is the fitted concentration of half-maximal effect; nearly all actives have a fitted effect of over 70% in size; inactives centre near 23
#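 HP1-beta protein (50 nM final) preincubated 30 min at room temperature with biotinylated H3(1-18)K9me3 peptide (50 nM) in PBS pH 7.4, 0.01% Tween-20, then compound added for 30 min. AlphaScreen streptavidin donor/nickel chelate acceptor beads (10 ug/mL final), 30 min dark, luminescence read.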
# BAZ2B inh: BAZ2B (human) inhibition | Q9UIF8 | AlphaScreen BAZ2B-H3K14Ac peptide displacement | Potency, µM (series often up to 114 µM), for the others: top-dose activity change, negative = inhibition, actives largely listed as inhibitors | actives 4.4% (n = 360,000) | AID 504333; note: potency is the fitted concentration of half-maximal effect; % is set by controls: 0 for no effect and ±100 for the full control effect; nearly all actives have a fitted effect of over 60% in size
#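 BAZ2B 50 nM plus b-H3(5-23)K14Ac 50 nM, PBS pH 7.4/0.01% Tween-20, 30 min RT; compound added (max 110 uM), 30 min RT; streptavidin donor/Ni-chelate acceptor beads 10 ug/mL final, 20 min dark; AlphaScreen read.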
# Tb PGK inh: T. brucei PGK inhibition; PGK/GAPDH coupled, Kinase-Glo luminescence, 60 min; AID 602233; actives 0.043% (n = 380,000); Potency, µM (top dose mostly 57.5 µM), without a hit: top-dose activity change, negative = inhibition, most hits filed as inhibitors; note: potency is the fitted concentration of half-maximal effect; % is set by controls: 0 for no effect and ±100 for the full control effect; nearly all actives have a fitted effect of over 60% in size
#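 Recombinant glycosomal PGK reaction used 1,3-bisphosphoglycerate generated in-well by GAPDH (100nM final) in 100mM TEA pH 7.6, 5mM MgCl2, 0.01% Tween-20. After 60 minutes at room temperature, ATP was read by Kinase-Glo Plus luminescence end-point.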
# POLH inh: DNA polymerase eta (human) inhibition | Q9Y253 | recombinant Pol eta, fluorescent DNA replication assay | Potency, µM (doses to about 114 µM), inactives show at the highest dose activity change, negative = inhibition, usual class: inhibitors | actives 1.2% (n = 390,000); note: potency is the fitted concentration of half-maximal effect; % is set by controls: 0 for no effect and ±100 for the full control effect
#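 Fluorescent replication assay: 50 nM final substrate added after a 15 min room-temperature compound preincubation with 10 nM enzyme. Signal taken at 0 min and again at 10 min.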
# JMJD2A Tudor: blocks the human JMJD2A Tudor domain; O75164; AlphaScreen JMJD2A-Tudor / H3K4me3 peptide binding; Potency, µM (doses to about 114 µM), without a hit: top-dose activity change, negative = inhibition, actives largely listed as inhibitors; actives 4.4% (n = 390,000); note: potency is the fitted concentration of half-maximal effect; % is set by controls: 0 for no effect and ±100 for the full control effect; nearly all actives have a fitted effect of over 50% in size
# Target sequence (O75164 whole entry, looked up, the tested form may be a part): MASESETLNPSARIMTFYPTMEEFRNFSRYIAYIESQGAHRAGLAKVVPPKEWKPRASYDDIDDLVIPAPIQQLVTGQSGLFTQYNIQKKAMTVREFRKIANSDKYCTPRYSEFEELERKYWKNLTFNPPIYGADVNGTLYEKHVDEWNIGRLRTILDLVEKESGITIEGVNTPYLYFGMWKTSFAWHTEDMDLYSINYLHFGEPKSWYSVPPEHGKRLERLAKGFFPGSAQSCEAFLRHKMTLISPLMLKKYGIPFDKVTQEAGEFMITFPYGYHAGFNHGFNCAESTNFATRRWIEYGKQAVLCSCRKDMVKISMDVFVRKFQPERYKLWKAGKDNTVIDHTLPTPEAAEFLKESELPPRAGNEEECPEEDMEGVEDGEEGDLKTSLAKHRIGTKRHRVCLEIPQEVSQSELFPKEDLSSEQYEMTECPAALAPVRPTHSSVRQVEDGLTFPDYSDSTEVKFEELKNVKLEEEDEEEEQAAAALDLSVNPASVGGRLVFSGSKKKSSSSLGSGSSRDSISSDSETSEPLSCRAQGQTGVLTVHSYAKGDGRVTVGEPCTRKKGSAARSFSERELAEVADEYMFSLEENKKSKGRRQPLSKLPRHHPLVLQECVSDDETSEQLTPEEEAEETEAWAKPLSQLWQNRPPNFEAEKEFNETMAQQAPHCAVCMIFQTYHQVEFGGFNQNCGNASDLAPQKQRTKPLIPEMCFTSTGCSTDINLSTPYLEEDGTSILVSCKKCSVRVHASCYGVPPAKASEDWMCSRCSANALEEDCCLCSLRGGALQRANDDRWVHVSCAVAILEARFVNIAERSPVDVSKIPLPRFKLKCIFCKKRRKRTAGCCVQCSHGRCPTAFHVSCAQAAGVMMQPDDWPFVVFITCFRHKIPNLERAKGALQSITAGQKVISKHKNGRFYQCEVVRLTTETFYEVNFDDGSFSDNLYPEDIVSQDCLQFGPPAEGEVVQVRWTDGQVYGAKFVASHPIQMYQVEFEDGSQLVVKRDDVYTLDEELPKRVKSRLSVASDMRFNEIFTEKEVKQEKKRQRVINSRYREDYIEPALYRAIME
# GLS inhibitor: inhibitors of human glutaminase (GLS) | O94925 | GLS enzymatic activity, qHTS titration | Potency, µM (highest dose often 45.5 µM), for inactives: at the top dose activity change, negative = inhibition, usual class: inhibitors | actives 0.21% (n = 410,000); note: potency is the fitted concentration of half-maximal effect; % is set by controls: 0 for no effect and ±100 for the full control effect
#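 Read-out is an Amplex red fluorescence increase coupled through glutamate oxidase and HRP, measured before and after 30 min room-temperature incubation. hKGA is in 45 mM KH2PO4 (pH 8.2) with 0.02% Tween-20; glutamine added as 1mM solution.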
# PI4K2A block: PI4K2A (human) kinase inhibition; purified PI4K2A, ADP-Glo luminescence, 1 h; hits give low values; activity change, negative = inhibition, % at 76.9 µM; actives 0.13% (n = 420,000); AID 1346378; in the data active = activity change below about -50%; inconclusive = mostly about -30% to -49%;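 note: -100% = wells without enzyme as full effect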
#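 Compounds are screened against recombinant PI4K2A using PI as substrate and ATP, the latter dispensed at 300 microM. Reactions run one hour at ambient temperature before ADP-Glo detection; full inhibition defined by wells lacking enzyme.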
# G9a block: G9a (human) methyltransferase inhibition; AID 504332; G9a H3K9 monomethylation, AlphaScreen, 2 h; actives 8.8% (n = 350,000); Potency, µM (highest dose often 102 µM), for the others: at the highest dose activity, negative = inhibition, most hits filed as inhibitors; Q96KQ7; note: potency is the fitted concentration of half-maximal effect; % is set by controls: 0 for no effect and ±100 for the full control effect; nearly all actives have a fitted effect of over 75% in size
#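 Readings reflect AlphaScreen signal from monomethyl-H3K9 antibody detection. HMT at 20 nM; substrate b-H3K9 500 nM; cofactor SAM 20 uM; 2 h RT reaction; compounds tested as titrations in qHTS with 15 min preincubation.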
# Pin1 inhibitor: inhibitors of human Pin1 | Q13526 | actives 0.009% (n = 390,000) | Potency, µM (highest dose often 115 µM), for the others: at the highest dose activity, negative = inhibition, hits mostly inhibitors | Pin1 FP peptide displacement, HiFluor488, 10 min | AID 504891; active = well fitted inhibition curve with a large enough effect in the polarisation, with a control signal flat, not every such curve was filed as active; inconclusive = small, poorly fitted or top-dose-only effect, or effect the other way, or a change in a side signal; inactive = no such curve, though single readings can be large or run the other way; the % refers to the polarisation; note: potency is the fitted concentration of half-maximal effect; % is set by controls: 0 for no effect and ±100 for the full control effect
# The depositor's hits bear a star; i = inactive; ? = inconclusive; · = not tested or not shown; & = joins results of further samples; ! = repeats disagree; [ ] = another dose, or the depositor's remark. Unless noted, calls come from the whole dose curve; as a rule, active = well fitted curve in the direction sought with a large enough effect; inconclusive = small, poorly fitted or top-dose-only effect, or another doubt; inactive = no such curve, though single readings can be large; an effect the other way counts as inactive or inconclusive.
entry	Structure	HP1b binding inh	BAZ2B inh	Tb PGK inh	POLH inh	JMJD2A Tudor
1	COc1ccc(NC(=O)N2CCC(O)(c3cccnc3)CC2)c(OC)c1	62%[activator]	2%	-9%	-12%	1%
2	CCOc1ccc2oc(C(=O)N(CC)CC(=O)Nc3c(F)cccc3F)c(C)c2c1	2%	?	-7%	?	-32%
3	Cc1ccc2[nH]c(O)c(N=NC(=O)c3ccc(NS(=O)(=O)c4cccs4)cc3)c2c1	23%	-37%	-4%	22µM*	?
4	CC(C)c1ccc(NC(=O)NCc2ccc3c(c2)OCO3)cc1	23%	4%	3%	-2%	-6%
5	CCOC(=O)Cn1nnnc1C(CC)N(Cc1cc2ccc(C)cc2[nH]c1=O)C1CCCC1 (stereo not given)	20%	12%	0%	-19%	-7%
6	O=C(COc1ccc2ccccc2c1)N1CCN(c2ccccc2)CC1	1%	9%	-2%	-15%	-23%
7	CCCCn1c(=O)c2oc3ccccc3c2n(Cc2ccc(C)cc2)c1=O	29%	3%	-5%	-16%	-3%
8	CCOc1ccc(-c2nnc(SCC(=O)NCCC(C)C)nc2-c2ccc(OCC)c(OC)c2)cc1OC	15%	-11%	2%	-13%	-24%
9	COc1ccccc1N1CCN(C(=O)Cn2ncc3ccsc3c2=O)CC1	74%[activator]	2%	-3%	-8%	-21%
10	O=C(Nc1ccc(S(=O)(=O)N2CCOCC2)cc1)c1ccc(CN2CCc3ccccc3C2)cc1	2%	-27%	-1%	-4%	-34%
11	O=C(C1CCCCN1S(=O)(=O)c1ccccc1)N1CCN(C(c2ccccc2)c2ccccc2)CC1 (stereo not given)	17%	-35%	-10%	-4%	-24%
12	CCOC(=O)N1CCC(NC(=O)c2ccc(CS(=O)(=O)c3c(Cl)cccc3Cl)o2)CC1	38%	12%	-4%	-1%	-2%
13	S=C(NCCCNC(=S)Nc1ccccc1)Nc1ccccc1	20%	-6%	i	-15%	0%[57.1 µM]
14	COc1ccc(CN(C)C(=O)c2ccc(COc3ccccc3)cc2)c(OC)c1	12%	5%	-3%	-22%	0%
15	COc1ccc(-c2nc(C#N)c(N3CCN(C(=O)c4ccco4)CC3)o2)cc1OC	4%[57 µM]	0%	-9%	-14%	-2%

entry	GLS inhibitor	PI4K2A block	G9a block	Pin1 inhibitor
1	29%	3	-2%[12.7 µM]	6%
2	3%	0	?	3%
3	-1%	-4	6%[12.7 µM]	?
4	-12%	0	·	-4%
5	1%	3	-2%[2.33 µM]	2%
6	7%	3	4%[0.501 µM]	0%
7	-7%	1	10%[59 µM]	-3%
8	-12%	0	?	5%
9	1%	1	37%[activator][59 µM]	-6%
10	9%	-16	-12%	12%
11	-1%	-3	?	49%[activator]
12	4%	-2	?	5%
13	-3%	3	-10%[59 µM]	?
14	-5%	1	19%[59 µM]	14%
15	-4%	7	-4%	-2%

# More compounds.
entry	Structure	HP1b binding inh	BAZ2B inh	Tb PGK inh	POLH inh	JMJD2A Tudor
16	Cc1cccc(NC(=O)CCNS(=O)(=O)c2cccc3nonc23)c1	14%&28%	14%&3%	2%&0%	12%&-8%	-15%&-2%
17	CCC(C)Oc1cc(-c2ccnc(Nc3cccc(Cl)c3)n2)ccn1 (stereo not given)	59%[activator]	52%[activator]	3%	-15%	?
18	CC(=O)OC(C(=O)NCCc1ccccc1)c1cccnc1 (stereo not given)	17%	2%	-8%	-12%	4%
19	CN(CCCn1ccc(NC(=O)OCc2ccccc2)nc1=O)Cc1ccco1	·	·	5%	-5%	·
20	Cc1c(/C=N/NC(=O)c2cccnc2)cc(C#N)n1C	4%	-10%	3%	-16%	?
21	CC1CCc2c(sc3ncnc(NCCN4CCOCC4)c23)C1 (stereo not given)	31%	-2%	-7%	-13%	-19%
22	O=C(NCc1ccc(F)cc1)C(=O)c1cn(CC(=O)N2CCCC2)c2ccccc12	13%	-19%	1%	-12%	-19%
23	O=S(=O)(c1ccc2ccccc2c1)N1CCN=C1SCc1cccnc1	32%	-10%	1%	-16%	-12%
24	Cc1ccc(CN2C(=O)c3ccccc3Sc3ccc(C(=O)NCCCN4CCOCC4)cc32)cc1	8%[57 µM]	?	-2%&-7%	-12%&-11%	?
25	CC(=O)c1cccc(NC(=O)c2cc(-c3ccco3)nc3ccccc23)c1	-2%	-18%	-11%	3%	-25%
26	CN1CCN(C(CNC(=O)C(=O)Nc2ccc(Cl)cc2)c2cccnc2)CC1 (stereo not given)	32%	-8%	-9%	-1%	-23%
27	COc1ccc(Br)cc1CN1CCN(C(=O)c2ccco2)CC1	32µM*	28µM*	-7%	-21%	7.1µM*
28	CCOC(=O)n1c(=O)n(C)c2ccc(Br)cc21	28%	-2%	-6%	-15%	0%
29	COc1cccc(/C=N/NC(=O)c2oc3nc(-c4ccccc4)cc(-c4ccco4)c3c2N)c1	37%	-20%	4%	-17%	-10%
30	CCn1c(NC(=O)c2ccccc2F)c(-c2cccs2)c(=O)c2ccccc21	22%	-4%	1%	27%	2%

entry	GLS inhibitor	PI4K2A block	G9a block	Pin1 inhibitor
16	6%&4%	5&3	-6%	-8%&0%
17	22%	1	4%[12.7 µM]	4%
18	6%	-10	1%	1%
19	11%	3	·	·
20	-12%	5	-10%	-3%
21	-1%	-7	-1%[12.7 µM]	59%[activator]
22	4%	5	23%	-6%
23	-1%	0	0%	-1%
24	2%&2%	0&-1	14%&-5%[59 µM]	0%&-4%
25	3%	-1	50µM*	52%[activator]
26	2%	0	-8%[59 µM]	-7%
27	-6%	0	10µM*	-7%
28	-1%	-2	?	-2%
29	17%	-9	32µM*	?
30	3%	3	·	-5%

# Compound profiles, from the list above. Screens in order: HP1b binding inh	BAZ2B inh	Tb PGK inh	POLH inh	JMJD2A Tudor	GLS inhibitor	PI4K2A block	G9a block	Pin1 inhibitor
# Listed for CC(=O)OC(C(=O)NCCc1ccccc1)c1cccnc1 (stereo not given) = 17%	2%	-8%	-12%	4%	6%	-10	1%	1%
# Listed for O=S(=O)(c1ccc2ccccc2c1)N1CCN=C1SCc1cccnc1 = 32%	-10%	1%	-16%	-12%	-1%	0	0%	-1%
# Listed for CC(=O)c1cccc(NC(=O)c2cc(-c3ccco3)nc3ccccc23)c1 = -2%	-18%	-11%	3%	-25%	3%	-1	50µM*	52%[activator]
# Listed for Cc1c(/C=N/NC(=O)c2cccnc2)cc(C#N)n1C = 4%	-10%	3%	-16%	?	-12%	5	-10%	-3%
# Listed for CCOC(=O)n1c(=O)n(C)c2ccc(Br)cc21 = 28%	-2%	-6%	-15%	0%	-1%	-2	?	-2%

# More structures.
entry	Structure	HP1b binding inh	BAZ2B inh	Tb PGK inh	POLH inh	JMJD2A Tudor
31	COC(=O)c1ccc(C(=O)N2CCCC(CNC(=O)c3ccc(F)cc3)C2)cc1 (stereo not given)	59%[activator]	-11%[57.1 µM]	-3%	7%	-2%
32	CC(=O)c1cccc(N2C(=O)CC(N3CCN(S(=O)(=O)c4ccc(Cl)cc4)CC3)C2=O)c1 (stereo not given)	44%[activator]	9%	4%	-20%	1%
33	CC(=O)/C(=N\Nc1cccc(Cl)c1)Sc1nnc(-c2ccccc2)n1-c1ccccc1	49%[activator]	-4%	i	?	?
34	COc1ccc2c(Cl)c(-c3nnco3)sc2c1	41%	4%	-9%	-5%	5%
35	OCC[C@H]1C[C@@H](O)[C@H](O)[C@]2(Cc3ccccc3CO2)O1	6%	-5%	-1%	-8%	-26%
36	CC1CCCC(NC(=O)CCn2c(=O)oc3ccccc32)C1C (stereo not given)	32%	-5%	-1%	-14%	-14%
37	CN1CCN(/C(=N\O)c2nonc2N)CC1	?	-2%	-4%	-11%	?
38	COc1ccc(NC(=O)CC2Nc3cccc4cccc(c34)NC2=O)cc1 (stereo not given)	14%&-6%	?	i	-6%&7%	?
39	CCNC(=O)CCC(=O)Nc1cc(Cl)ccc1C	24%	-3%	-3%	-13%	-5%
40	CCc1ccc(S(=O)(=O)c2cn(Cc3ccccc3F)c3cc(OC)c(OC)cc3c2=O)cc1	41%[activator]	-6%	0%	-5%	-11%
41	COC(=O)Cc1c(C)nc2nc(-c3ccc(Cl)cc3)[nH]n2c1=O	37%	-7%	-7%	-7%	-2%
42	CC(C)c1c(C(=O)N/N=C/c2cccc(OCc3ccccc3)c2)nnn1-c1nonc1N	7%	-22%	-1%	-6%	-19%
43	CN(CC(=O)N1CCN(c2ccc(F)cc2)CC1)S(=O)(=O)c1ccc(F)cc1	19%	-1%	5%	1%	-6%
44	OCCNc1nc(Nc2ccccc2)nc2ccccc12	18%	4%	9%	-7%	-31%
45	COc1ccc(Nc2ncc(C(=O)N3CCN(c4cccc(Cl)c4)CC3)c3ccccc23)cc1	5%	-9%	-5%	-8%	-21%

entry	GLS inhibitor	PI4K2A block	G9a block	Pin1 inhibitor
31	-5%	3	12%	-1%
32	-2%	1	6%[59 µM]	-5%
33	-10%	5	?	9%
34	3%	-7	4%	-3%
35	-2%	4	-3%[2.33 µM]	3%
36	2%	4	2%	3%
37	51%[activator]	-7	?	-3%
38	15%&5%	-8&-17	25µM*!	?
39	6%	7	26%	-4%
40	1%	2	-42%[59 µM]	21%
41	-9%	0	-3%	1%
42	0%	0	3%	8%
43	28%	-3	-41%[12.7 µM]	-2%
44	3%	-3	?	7%
45	7%	3	-33%[59 µM]	3%

# This is a subset; rates above refer to the full screens.
